MITF inh: human MITF inhibition, primary screen. O75030. AlphaScreen MITF homodimerization, bead proximity signal. inhibition, % at 2.6 µM. actives 0.91% (n = 650,000). AID 1259374; in the data active = inhibition above about 50%;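 also: 0% = vehicle wells with protein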
Target sequence (O75030 whole entry, looked up): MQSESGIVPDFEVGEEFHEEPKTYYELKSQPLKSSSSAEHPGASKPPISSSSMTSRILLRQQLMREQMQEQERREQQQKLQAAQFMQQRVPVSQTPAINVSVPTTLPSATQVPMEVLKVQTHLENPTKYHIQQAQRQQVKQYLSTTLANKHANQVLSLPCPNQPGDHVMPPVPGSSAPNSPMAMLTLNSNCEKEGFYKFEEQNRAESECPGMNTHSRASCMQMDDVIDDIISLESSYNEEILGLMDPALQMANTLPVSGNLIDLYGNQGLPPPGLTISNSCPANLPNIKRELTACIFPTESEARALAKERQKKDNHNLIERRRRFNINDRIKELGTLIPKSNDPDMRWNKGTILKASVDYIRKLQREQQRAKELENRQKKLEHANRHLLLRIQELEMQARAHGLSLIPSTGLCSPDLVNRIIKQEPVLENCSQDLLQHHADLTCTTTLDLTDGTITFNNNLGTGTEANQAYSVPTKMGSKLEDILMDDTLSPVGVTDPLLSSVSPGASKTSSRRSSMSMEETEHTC
TEAD-YAP inh: TEAD-YAP interaction inhibition; actives 1.4% (n = 640,000); inhibition, % at 9.12 µM; HEK-TIYL cells, TEAD-Gal4/YAP UAS-luciferase luminescence; in the data active = inhibition above about 32%;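 also: 0% = median of test compound wells and 100% = reference inhibitor wells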
GPR151 activ: activates the human receptor GPR151. Q8TDV0. PathHunter beta-arrestin GPR151 cells, luminescence. activation, % at 11.2 µM. actives 1% (n = 650,000). AID 1508602; in the data active = activation above about 4.9%;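 also: 0% = median of compound wells and 100% = cells with positive control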
Target sequence (Q8TDV0 whole entry, looked up): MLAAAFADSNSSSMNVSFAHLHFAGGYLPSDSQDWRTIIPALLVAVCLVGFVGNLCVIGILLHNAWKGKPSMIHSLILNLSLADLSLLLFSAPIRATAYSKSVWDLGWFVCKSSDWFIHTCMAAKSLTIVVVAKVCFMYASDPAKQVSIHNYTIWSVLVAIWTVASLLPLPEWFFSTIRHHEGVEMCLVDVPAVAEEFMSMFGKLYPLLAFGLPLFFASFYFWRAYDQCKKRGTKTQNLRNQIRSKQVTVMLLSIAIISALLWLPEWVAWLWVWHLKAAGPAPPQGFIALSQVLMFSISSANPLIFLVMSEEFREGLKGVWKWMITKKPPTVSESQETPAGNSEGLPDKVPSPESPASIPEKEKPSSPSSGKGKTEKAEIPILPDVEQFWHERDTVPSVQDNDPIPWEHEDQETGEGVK
FBW7 activator: activators of human E3 ligase FBW7. Q969H0. AlphaScreen FBW7–phospho-cyclin E peptide binding, activator screen. normalized activity (activation), % at 26.1 µM. actives 0.13% (n = 650,000); in the data active = normalized activity above about 1.9%;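 also: purified mutant Fbw7 with reduced substrate affinity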
Active calls of the source: *; . = not tested or not shown.

SMILES | MITF inh | TEAD-YAP inh | GPR151 activ | FBW7 activator
Cc1c(C(=O)O)sc2nc(SCC(=O)O)[nH]c(=O)c12 | 1 | 4 | 0.9 | 0.2
CN(C)C(=O)CCSc1cc(-c2cn[nH]c2)ccc1NC(=O)[C@H]1Cc2ccccc2CN1 | 10 | -6 | -0.5 | -0.1
CC(C)=CC1C=C(C)C(C)C2C(=O)NNC(=O)C12 (stereo not drawn) | -3 | -4 | 1.6 | 0.0
c1cc(-c2ccnc(Nc3ccc(-n4ccnc4)cc3)n2)cc(N2CCOCC2)c1 | 9 | 17 | 1.3 | 0.0
CCc1ccc(NC(=O)CS(=O)CC(=O)Nc2ccc(N3CCOCC3)cc2)cc1 (stereo not drawn) | 2 | 1 | 0.0 | 0.2
Cc1cccc(C(=O)N2CCN3C(=O)[C@H]([C@@H](C)O)NC(=O)[C@H]3C2)c1 | -14 | 6 | 0.9 | 0.0
CCOC(=O)c1nc(NCCc2ccccc2)sc1C | 9 | -42 | -0.7 | 0.4
O=C(COC(=O)Cc1ccccc1F)NC(=O)NC1CCCC1 | 11 | 4 | -1.4 | 0.2
CCN(CC)CCNC(=O)c1ccc2c(=O)n(Cc3ccccc3OC)c(=S)[nH]c2c1 | -5 | 6 | 0.4 | -0.1
Cc1cc(=O)[nH]c(SCc2nc3ccccc3n2Cc2ccccc2)n1 | 24 | -15 | 0.8 | -0.7
O=C(/C=C/c1ccco1)Nc1ccc2oc(-c3cccc(Cl)c3Cl)nc2c1 | 11 | -16 | -1.6 | 0.3
CC(=O)NC(c1ccc(Cl)cc1)c1ccc2cccnc2c1O (stereo not drawn) | 19 | 90* | 1.9 | -1.7

A run of entries from the list above:
SMILES | MITF inh | TEAD-YAP inh | GPR151 activ | FBW7 activator
Cc1c(C(=O)O)sc2nc(SCC(=O)O)[nH]c(=O)c12 | 1 | 4 | 0.9 | 0.2
CN(C)C(=O)CCSc1cc(-c2cn[nH]c2)ccc1NC(=O)[C@H]1Cc2ccccc2CN1 | 10 | -6 | -0.5 | -0.1
CC(C)=CC1C=C(C)C(C)C2C(=O)NNC(=O)C12 (stereo not drawn) | -3 | -4 | 1.6 | 0.0
c1cc(-c2ccnc(Nc3ccc(-n4ccnc4)cc3)n2)cc(N2CCOCC2)c1 | 9 | 17 | 1.3 | 0.0

Carrying on.
SMILES | MITF inh | TEAD-YAP inh | GPR151 activ | FBW7 activator
O=C(C1CCC1)N1CCc2cc(S(=O)(=O)N3CCC(N4CCCCC4)CC3)ccc21 | 13 | 5 | -0.4 | 0.4
CN(C)CCCn1cc(C2=C(c3c[nH]c4ccccc34)C(=O)NC2=O)c2ccccc21 | 7 | . | 0.3 | -0.1
Cc1ccc(S(=O)(=O)CCc2nnc(NC(=O)c3ccccc3)s2)cc1C | 9 | -1 | -1.9 | 0.1
NC(=O)c1c(NC(=O)c2ccc(-c3ccccc3[N+](=O)[O-])o2)sc2c1CCCC2 | 17 | -15 | 0.6 | 0.5
COc1cc(OC)c(C2C(C#N)=C(N)Oc3n[nH]c(-c4ccccc4)c32)cc1OC (stereo not drawn) | 1 | -7 | 2.3 | 0.0
CCC(=O)Nc1ccc(NC(=O)c2c(C)nc3ccccn23)cc1 | 27 | -12 | -1.0 | 0.5
CCn1c(=O)c(C(=O)NCc2cccnc2)c(O)c2ccccc21 | 14 | 11 | 0.5 | 0.1
O=C(Nc1ccc(Br)c(Br)c1)c1ncn[nH]1 | 2 | -11 | -1.5 | 0.0
O=C(O)c1ccc(N=Cc2sc(=S)n(-c3ccccc3)c2O)cc1 | -10 | -9 | -0.3 | 0.0
FC(F)(F)c1ccc(Cn2cnc3c(Nc4ccc(N5CCOCC5)cc4)nc(NCc4ccc5c(c4)OCO5)nc32)cc1 | 3 | 21 | 0.3 | -0.1
CC(C)N(C(=O)CSC1=NCCS1)c1ccccc1 | -5 | 7 | 1.0 | 0.0
CC1C(c2ccc(F)cc2)=[N+]([O-])C(C)(c2cccc([N+](=O)[O-])c2)N1O (stereo not drawn) | 6 | 4 | -0.7 | 0.0
Cc1ccc(NS(=O)(=O)c2ccc(-c3ccc(S(=O)(=O)Nc4ccc(C)cc4)cc3)cc2)cc1 | -1 | -4 | 1.6 | 0.0
CCOC(=O)C1=CN(c2ccc(C)cc2)C=C(C(=O)OCC)C1c1cccs1 | -22 | 2 | 1.3 | 0.4
O=C(CN1CCN(S(=O)(=O)c2ccc3c(c2)OCCO3)CC1)c1cccs1 | 0 | -3 | 9.7* | 0.0
CC1CCCCC12NC(=O)N(CCN1C(=O)c3ccccc3C1=O)C2=O (stereo not drawn) | 5 | -2 | 1.5 | 0.1
COc1ccc(/C(O)=C2/C(=O)C(=O)N(CCN3CCOCC3)C2c2ccccc2F)cc1 (stereo not drawn) | 0 | -2 | -0.2 | 0.0
CCCCCNC(=O)C(=O)NCC1CCCN1S(=O)(=O)c1ccc(C)cc1 (stereo not drawn) | -3 | 49* | 0.8 | 0.1
N#Cc1ccc(OCC(=O)Nc2ccc(-c3cn4ccsc4n3)cc2)cc1 | -2 | -5 | -0.1 | -0.1
COc1cccc(CNS(=O)(=O)c2cc(Br)cnc2N)c1 | 9 | -7 | 0.1 | 0.0
COc1ccc2oc(=O)c(C(=O)NCc3ccccc3)cc2c1 | 1 | 5 | 2.0 | 0.0
Cc1ccc(NC(=O)N(Cc2cccnc2)Cc2cc3cc(C)ccc3n3nnnc23)cc1 | -2 | -22 | -0.9 | -0.1
O=C(Nc1c2c(nn1-c1ccc(Cl)cc1)CS(=O)(=O)C2)c1ccc(S(=O)(=O)N2CCCCC2)cc1 | -7 | -3 | -1.2 | -0.1
CSc1ccccc1NC(=O)CN(c1ccc(F)c(Cl)c1)S(C)(=O)=O | -4 | -1 | -1.0 | -0.1

Next section; the last 5 above are carried over.
SMILES | MITF inh | TEAD-YAP inh | GPR151 activ | FBW7 activator
COc1cccc(CNS(=O)(=O)c2cc(Br)cnc2N)c1 | 9 | -7 | 0.1 | 0.0
COc1ccc2oc(=O)c(C(=O)NCc3ccccc3)cc2c1 | 1 | 5 | 2.0 | 0.0
Cc1ccc(NC(=O)N(Cc2cccnc2)Cc2cc3cc(C)ccc3n3nnnc23)cc1 | -2 | -22 | -0.9 | -0.1
O=C(Nc1c2c(nn1-c1ccc(Cl)cc1)CS(=O)(=O)C2)c1ccc(S(=O)(=O)N2CCCCC2)cc1 | -7 | -3 | -1.2 | -0.1
CSc1ccccc1NC(=O)CN(c1ccc(F)c(Cl)c1)S(C)(=O)=O | -4 | -1 | -1.0 | -0.1
O=C(CCC1COc2ccccc2O1)Nc1ccc(Cl)cn1 (stereo not drawn) | 8 | 11 | 1.5 | 0.0
O=C(CCCC1=NS(=O)(=O)c2ccccc2N1)NCc1ccco1 | 7 | 3 | 0.7 | 0.4
CCCC(=O)Nc1ccc(NC(=O)Cc2ccccc2)cc1 | 7 | 6 | -1.4 | -0.1
COc1ccc(NC(=O)N2c3ccccc3Sc3ccccc32)cc1OC | 2 | -2 | 0.5 | -0.1
C=CCNC(=O)c1cc(-c2ccc(Cl)c(Cl)c2)on1 | -4 | -17 | 0.1 | 0.0
Cc1ccc(S(=O)Cc2ccc(C(=O)N3CCOCC3)o2)cc1 (stereo not drawn) | 1 | 2 | 0.3 | -0.1
COc1ccc(OCC(=O)Nc2ccc(NC(=O)c3cc4ccccc4o3)c(OC)c2)cc1 | -8 | -14 | 0.7 | 0.0
COc1ccc(Nc2ccn3ncc(-c4cc(OC)c(OC)c(OC)c4)c3n2)cn1 | -21 | -3 | -0.2 | -0.1
CC(C)CC(=O)Nc1nc(-c2ccc3c(c2)CCN3S(C)(=O)=O)cs1 | -3 | -3 | -0.6 | 0.0
Cc1ccc(NC(=O)COc2ccccc2C(C)(C)C)c(Br)c1 | 0 | -6 | 0.2 | -0.9
CC(C)[C@H](NS(=O)(=O)c1ccc2c(c1)OCCO2)C(=O)Nc1ccc(F)c(Cl)c1 | 7 | 10 | 0.2 | 0.0
N#Cc1ccccc1S(=O)(=O)N1CCN(S(=O)(=O)c2ccc3ccccc3c2)CC1 | -5 | 20 | 0.7 | -0.1
COCCCNc1nc2nonc2nc1N1CCN(C2CCc3ccccc3C2)CC1 (stereo not drawn) | 12 | -12 | -0.9 | 0.1
COc1ccc(C(C#N)N2N=C(C)CC2c2ccccc2)cc1OC (stereo not drawn) | 19 | -10 | -1.6 | 0.1
COc1cccc2cc(C(N)=S)c(=O)oc12 | -1 | 4 | -0.7 | -0.2
C/C(=N\NCc1cn2ccccc2n1)c1ccccc1 | 33 | -19 | -1.0 | -1.1
Cc1ccnc(NC(=O)CC(c2ccccc2)c2ccccc2)n1 | 15 | -1 | -0.8 | 0.4
N#C/C(=C\c1cccc2ccccc12)c1nc(-c2ccc([N+](=O)[O-])cc2)cs1 | -10 | 3 | 0.6 | 0.1
CCOC(=O)N1CCN(C(=O)CSc2ccc(C(=O)OC)cc2[N+](=O)[O-])CC1 | 10 | -5 | -0.4 | -0.1
COc1ccc(-c2nc(NC(=O)C(C)(C)C)sc2C)cc1 | 5 | -23 | 0.7 | 0.1
COc1ccc(C)cc1NC(=O)C1(c2ccc(F)cc2)CC1 | 14 | -4 | -1.3 | 0.8
Cc1cc(NS(=O)(=O)c2ccc(NC(=O)Cc3ccc(Cl)cc3)cc2)no1 | 13 | -4 | -0.8 | 0.0
CC(C)c1nnc(SCC(=O)Nc2ccc3c(c2)OCCCO3)n1N | 4 | -2 | 2.4 | 0.1
Oc1ccccc1N1CCN(CC(O)c2ccccc2)CC1 (stereo not drawn) | -6 | -5 | 1.8 | -0.2
Cc1cc2c(cc1Br)NC(=O)C21C(C#N)=C(N)OC2=C1C(=O)CC(C)(C)C2 (stereo not drawn) | 6 | -7 | -0.7 | -0.1
CC1CC(C)CN(S(=O)(=O)c2ccc(C(=O)Nc3ccc(O)c(-c4nc5ccccc5s4)c3)cc2)C1 (stereo not drawn) | 12 | -1 | -0.8 | -0.1
Cn1c(O)c(C=Nc2cc(C(=O)N3CCCC3)ccc2N2CCCC2)c(=O)n(C)c1=O | 14 | 3 | 0.7 | 0.0
COc1ccc(NC(=O)c2ccc(NC(=O)C(C)(C)C)cc2)cc1 | 2 | -10 | 0.2 | 0.1
CC(C)c1nnc(SCC(=O)Nc2sc3c(c2C#N)CCCC3)n1C | 10 | -5 | 1.0 | 0.0
OCCC1CN(C2CCN(c3ccccc3F)CC2)CCN1Cc1ccccc1 (stereo not drawn) | 0 | -7 | -0.9 | -0.1
O=C(/C=C/c1ccccc1)Nc1ccc(OC(F)F)cc1 | -10 | -71 | 1.0 | 0.0
O=C(Nc1nc2c(s1)C(=O)CC(C(=O)NC1Cc3ccccc3C1)C2)c1cccnc1 (stereo not drawn) | -6 | -5 | 2.9 | -0.1
COc1cccc(C(=O)NCC(=O)NN)c1 | 0 | 3 | 1.0 | 0.3
CCOC(CNC(=O)c1ccc2c(c1)nc(C)n2-c1ccccc1OC)OCC | -23 | 2 | 0.0 | 0.0
COc1ccc(C)cc1NC(=O)CN1C(=O)NC2(CCCCCCC2)C1=O | 8 | 9 | 0.8 | 0.1
O=C(NCc1ccccn1)C1CCCC1 | -19 | -4 | -2.3 | 1.0
O=C(Nc1ccc(Cl)cc1)/C(=C/c1cccc([N+](=O)[O-])c1)NC(=O)C1CCCCC1 | -1 | 6 | 6.2* | -0.1
Cn1cccc1C(=O)NC(=O)COC(=O)C12CC3CC(C1)CC(c1ccccc1)(C3)C2 | 8 | 5 | -1.1 | 0.3
O=c1cc(CCl)nc2ccc(Cl)cn12 | -11 | 1 | 0.7 | -0.1
COc1ccc(/C=C2/SC(=S)NC2=O)cc1 | 4 | 9 | -0.9 | -0.1
CCOc1ccc(N2CCn3c2nnc(C(=O)NC(C)CC)c3=O)cc1 (stereo not drawn) | 15 | 5 | 0.4 | 0.4
Cc1cc(C(=O)NCC(c2ccccc2Cl)N(C)C)no1 (stereo not drawn) | 8 | 0 | 0.7 | -0.1
CCOC(=O)c1ccc(CSc2n[nH]c(C)n2)o1 | -11 | 0 | 1.9 | -0.1
CCC(Sc1nc2ccccc2c2nc(-c3ccc([N+](=O)[O-])cc3)nn12)C(=O)NCCCOC (stereo not drawn) | 0 | -3 | -0.8 | 0.0
CCN1CCN(C(=O)C2CCN(Cc3ccc(O)c(OC)c3)CC2)CC1 | 41 | -4 | -0.3 | 0.1
CCOC(=O)CC(NC(=O)c1ccccc1Cl)c1ccc(OCC)cc1 (stereo not drawn) | 1 | 1 | -0.1 | 0.0
O=C(NC1CCCC1)c1cc2n(n1)C(C(F)(F)F)CC(c1ccc(Cl)c(Cl)c1)N2 (stereo not drawn) | 4 | -2 | -1.0 | -0.2
C=CCNC(=O)C1CC(Cc2cccc3ccccc23)=NO1 (stereo not drawn) | 25 | -78 | -0.6 | 0.2
CC(=O)c1cccc(N2C(=O)c3ccc([N+](=O)[O-])cc3C2=O)c1 | 4 | 8 | 0.6 | 0.4
O=C(Nc1ncnc2sc3c(c12)CCCC3)c1ccc(F)cc1 | -8 | 6 | 1.6 | -0.1
CCOC(=O)C1=C(C)N=c2s/c(=C/c3ccc(Cl)cc3)c(=O)n2C1c1ccc(OC(C)=O)cc1 (stereo not drawn) | -11 | -8 | 0.1 | 0.0
CCCCNC(=O)C(=O)NCCCn1ccnc1 | 2 | 5 | -0.7 | 0.1
NS(=O)(=O)c1ccc(NC(=O)COC(=O)C2CC2)cc1 | 2 | 0 | 0.8 | 0.2
CCOC(=O)c1c(NC(=O)c2cc(-c3cccc(OCC)c3)nc3ccccc23)sc2c1CCCCCC2 | 0 | 6 | 1.3 | 0.1

Source: PubChem BioAssay

Rows are unselected (roughly 3.5% active in at least one column).
